AMA1-RON2 inh – qHTS for Inhibitors of AMA1-RON; Towards Development of Antimalarial Drug Lead: Primary Screen | Plasmodium falciparum AMA1 (3D7) - RON2 peptide interaction | AlphaScreen AMA1-biotinylated RON2 peptide binding | Potency, µM (top dose mostly 58.2 µM), for the others: at the top dose activity change, negative = inhibition, usual class: inhibitors | 360,000 compounds, 0.2% hits | AID 720542, 2013;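 also: potency is read from the fitted curve at half-maximal effect; 0% = vehicle wells and -100% = peptide control; nearly all actives have a fitted effect of over 45% in size; some results filed as inactive show a strong effect at the top dose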
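AMA1 (3D7) with his tag at 25 nM final met compounds first, then biotinylated RON2 peptide at 25 nM; detection used donor plus acceptor beads, 10 µg/mL apiece, read by AlphaScreen after 30 min at room temperature.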
LmPK inhibitor – qHTS Assay for Inhibitors of Leishmania Mexicana Pyruvate Kinase (LmPK) | Q27686 | purified LmPK, Kinase-Glo ATP luminescence, 1 h | Potency, µM (doses to about 57.5 µM), for the others: top-dose activity change, negative = inhibition, usual class: inhibitors | 290,000 compounds, 0.37% hits | AID 1721, 2009; also: potency is read from the fitted curve at half-maximal effect
Target sequence (Q27686 whole entry, looked up): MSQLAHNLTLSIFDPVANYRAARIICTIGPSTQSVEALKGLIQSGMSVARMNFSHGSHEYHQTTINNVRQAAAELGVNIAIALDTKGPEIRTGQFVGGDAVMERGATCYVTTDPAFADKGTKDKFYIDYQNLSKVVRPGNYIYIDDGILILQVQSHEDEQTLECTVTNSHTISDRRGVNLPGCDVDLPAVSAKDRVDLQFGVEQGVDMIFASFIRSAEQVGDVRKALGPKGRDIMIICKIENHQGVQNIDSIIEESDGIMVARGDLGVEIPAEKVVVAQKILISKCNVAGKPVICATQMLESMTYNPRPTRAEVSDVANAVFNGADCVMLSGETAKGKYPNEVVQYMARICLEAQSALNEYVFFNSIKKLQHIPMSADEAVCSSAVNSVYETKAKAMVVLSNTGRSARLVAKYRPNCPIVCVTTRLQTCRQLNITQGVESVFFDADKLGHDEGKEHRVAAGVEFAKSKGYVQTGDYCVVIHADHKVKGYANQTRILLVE
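qHTS format; LmPK 0.1 nM; substrates PEP 0.5 mM and ADP 0.1 mM. One-hour room-temperature incubation, then coupled luciferase luminescence; 0.5 nM enzyme wells mark activation.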
Tb PYK inh – qHTS of Trypanosoma Brucei Inhibitors. pyruvate kinase (Trypanosoma brucei), Q57TT1. TbPYK enzyme, Kinase-Glo Plus ATP luminescence, 45 min. Potency, µM (top dose mostly 76.8 µM), for inactives: at the top dose activity, negative = inhibition, usual class: inhibitors. 410,000 compounds, 0.12% hits; also: potency is read from the fitted curve at half-maximal effect; nearly all actives have a fitted effect of over 50% in size
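Readout: single end-point luminescence (Kinase-Glo Plus, 10 min). Reaction conditions were TbPYK/substrate plus 130 uM ADP, 45 min at RT, pH 7.2 TEA buffer. No-enzyme wells served as controls, and data were normalized before concentration-response fitting.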
HCV inh – qHTS Assay for Inhibitors of Hepatitis C Virus (HCV) | Huh7.5.1 HCVcc-Cre infection, luciferase reporter, 44 h | Potency, µM (top dose mostly 41.8 µM), without a hit: at the highest dose activity change, negative = inhibition, most hits filed as inhibitors | 340,000 compounds, 3.4% hits | AID 651820, 2012; also: potency is read from the fitted curve at half-maximal effect
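Seed cells (1,000/well) for 4 h; treat with compound and infect with HCVcc-Cre, moi about 0.5. Incubate 44 h, then detect luciferase activity.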
AmpC no deterg – qHTS Inhibitors of AmpC Beta-Lactamase (assay without detergent); AID 485341, 2010; Potency, µM (titrated, usually from 57.1 µM), without a hit: at the top dose activity change, negative = inhibition, usual class: inhibitors; 330,000 compounds, 0.52% hits; AmpC nitrocefin hydrolysis, absorbance 480 nm, 0.0001% Triton; P00811;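 also: potency is read from the fitted curve at half-maximal effect; plate controls were no compound for no effect and no enzyme for full effect; nearly all actives have a fitted effect of over 20% in size; some results filed as inactive show a strong effect at the top dose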
Target sequence (P00811 whole entry, looked up): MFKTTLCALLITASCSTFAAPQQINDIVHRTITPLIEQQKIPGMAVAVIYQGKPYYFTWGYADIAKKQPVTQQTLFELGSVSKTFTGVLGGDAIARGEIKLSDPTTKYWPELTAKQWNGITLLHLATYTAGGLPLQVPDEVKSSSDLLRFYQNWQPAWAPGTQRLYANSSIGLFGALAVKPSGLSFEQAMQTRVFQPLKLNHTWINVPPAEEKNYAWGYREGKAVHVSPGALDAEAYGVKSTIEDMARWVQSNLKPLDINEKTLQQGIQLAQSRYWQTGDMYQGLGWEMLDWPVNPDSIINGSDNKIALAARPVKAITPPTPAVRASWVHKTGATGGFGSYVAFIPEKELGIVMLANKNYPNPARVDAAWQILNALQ
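20 mM phosphate pH 7.0 + 0.01% (detergent screen) or 0.0001% Triton X-100; 5.3 nM AmpC reagent; cpd preinc 15 min RT; nitrocefin (800 uM stock) to start; A480 q20 s × 4 min; Activity was normalised to no-enzyme and no-compound control wells.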
HCMV inh – qHTS Assay for inhibitors of the human cytomegalovirus (HCMV); activity change, negative = inhibition, % at 57.5 µM; HFF cells, HCMV-luciferase reporter, 72 h; stronger effect = lower value; 410,000 compounds, 4.5% hits; AID 1259415, 2018; in the data active = activity change below about -60%; inconclusive = no clear call, values can overlap the other calls; inactive = above about -39%
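Screen run at 2 compound doses on HFFs infected with reporter HCMV, MOI 1 PFU/cell. Luciferase activity from cell lysates at 72 h post infection gave inhibition relative to buffer-only and Salinomycin wells.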
AmpC inh detg – qHTS Inhibitors of AmpC Beta-Lactamase (assay with detergent). P00811. AmpC hydrolysis of nitrocefin, absorbance 480 nm, 0.01% Triton. Potency, µM (highest dose often 114 µM), for the others: top-dose activity change, negative = inhibition, usual class: inhibitors. 370,000 compounds, 0.041% hits. AID 485294, 2010;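 also: potency is read from the fitted curve at half-maximal effect; 0% = no-compound wells and -100% = no-enzyme wells; nearly all actives have a fitted effect of over 25% in size; some results filed as inactive show a strong effect at the top dose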
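AmpC (5.3 nM in the dispensed reagent) in 20 mM phosphate pH 7.0 with 0.01% (detergent screen) or 0.0001% Triton X-100 was preincubated with compounds for 15 min at room temperature. Nitrocefin was then added from an 800 uM solution, and hydrolysis was followed at 480 nm.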
An asterisk follows results filed as active; ? = inconclusive; · = not tested or not shown; & = joins results of further samples; [ ] = dose if it differs, or a comment. Unless noted, calls follow the shape of the dose curve; as a rule, active = well fitted curve in the direction sought with a large enough effect; inconclusive = small, poorly fitted or top-dose-only effect, or another doubt; inactive = no such curve, though single readings can be large; an effect the other way counts as inactive or inconclusive. Unless noted, % is scaled to controls: 0 for no effect and ±100 for the full control effect.

cpd	Compound	AMA1-RON2 inh	LmPK inhibitor	Tb PYK inh	HCV inh
1	CCOc1ccccc1OCCN1CCCC1	-11%	-3%	17%	17%
2	COCCn1nnnc1CN1CCN2CCCC2C1 (stereo not drawn)	?	-1%	2%	1%
3	CC(=O)OC1(C(C)=O)CCC2C3CC(Cl)C4=CC(=O)CCC4(C)C3CCC21C (stereo not drawn)	6%	·	-2%	-29%
4	O=C(NCCCO)C(=O)Nc1c2c(nn1-c1ccccc1)CSC2	·	·	0%	·
5	COc1cccc(NC(=O)/C=C/c2ccc(S(=O)(=O)N3CCOCC3)cc2)c1	3%	·	-3%	?
6	CN1CCN(c2ccc(-c3ccnn3C(=O)Nc3ccccc3)cc2)CC1	-18%	-6%	3%	20%
7	CC(=O)N1N=C(c2ccc(C)cc2)CC1c1cn(-c2ccccc2)nc1-c1cccs1 (stereo not drawn)	·	·	0%	·
8	COC(=O)c1c(C(=O)OC)c2n(c1C)CCC2	-11%	1%	-6%	10%
9	COc1cc(C2CC(=O)C=C(O)C2)cc(OC)c1OC (stereo not drawn)	-8%	-2%	-3%	1%
10	CC(C)(C)NC(=O)c1oc2ccccc2c1NC(=O)c1ccccc1F	·	·	-19%	·

cpd	AmpC no deterg	HCMV inh	AmpC inh detg
1	-9%	0	-10%
2	-24%	-4	?
3	·	45	·
4	·	-3	0%
5	-33%	16	-4%
6	-12%	1	-1%
7	·	12	-3%
8	-14%	-6	?
9	18%	-5	?
10	·	-27	19%

(more compounds)
cpd	Compound	AMA1-RON2 inh	LmPK inhibitor	Tb PYK inh	HCV inh
11	CCOc1ccccc1NC(=O)CN1C(=O)CC(c2ccc(OC)c(OC)c2)Sc2ccccc21 (stereo not drawn)	·	·	1%	·
12	COc1cccc(CNC(=S)Nc2ccc(Cl)cc2C)c1	8%	2%	3%	-1%
13	Nn1c(SCC(=O)Nc2cccc(C(F)(F)F)c2)nncc1=O	50%[activator]	-10%	-9%	11%
14	Cc1ccc(Cl)cc1N1CCN(C(=O)C2CCCN(S(=O)(=O)c3cnc[nH]3)C2)CC1 (stereo not drawn)	6%	0%	-6%	10%&-6%
15	COCCN(C(=O)CCC(=O)Nc1cc(C)on1)C(C(=O)NC1CCCC1)c1ccc(C(C)C)cc1 (stereo not drawn)	8%	-2%	1%	18%
16	CCOc1ccc(CN(C)C(=O)[C@H](Cc2ccccc2)NC(=O)OCc2ccccc2)cc1OC	-21%	-1%	-10%	?
17	COC(C(=O)C(O)C(C)O)C1Cc2cc3cc(OC4CC(OC5CC(O)C(O)C(C)O5)C(O)C(C)O4)c(C)c(O)c3c(O)c2C(=O)C1OC1CC(OC2CC(OC3CC(O)C(OC)C(C)O3)C(O)C(C)O2)C(O)C(C)O1 (stereo not drawn)	0%	·	-9%	1µM*
18	CC1CCN(c2ccc(NC(=O)c3cccc(Cl)c3)cc2C(=O)O)CC1	·	·	1%	·
19	O=C(Nc1ccc(Cl)cc1)N1CCC(c2nc(-c3ccccc3Cl)no2)CC1	2%	8%	2%	7.1µM*
20	O=c1[nH]c(CN2CCN(c3ccccn3)CC2)nc2c(Br)cc(Br)cc12	52%[activator]	5%	3%	-16%

cpd	AmpC no deterg	HCMV inh	AmpC inh detg
11	·	1	12%
12	-29%	-13	-8%
13	-18%	1	-3%
14	191%[activator]	-2	4%
15	68%[activator]	11	-7%
16	83%[activator]	-13	-7%
17	·	-98*	·
18	·	13	1%
19	-3%	-32	3%
20	-3%	-24	-10%

Some values from the results shown.
COc1cccc(CNC(=S)Nc2ccc(Cl)cc2C)c1 in AMA1-RON2 inh is listed with 8%
O=C(Nc1ccc(Cl)cc1)N1CCC(c2nc(-c3ccccc3Cl)no2)CC1 in AmpC no deterg is listed with -3%

Following part:
cpd	Compound	AMA1-RON2 inh	LmPK inhibitor	Tb PYK inh	HCV inh
21	Cc1ccccc1-n1cc(-c2ccc(Br)cc2)nc1SCC(N)=O	-22%	-4%	3%	-22%
22	CN(C(=O)COC(=O)c1ccccc1C(=O)N1CCN(c2ccccc2)CC1)c1ccccc1	-9%	-12%	-2%	13%
23	COc1ccc(NC(=S)N(CCN(C)C)C(C)c2ccco2)cc1Cl (stereo not drawn)	2%	-2%	-23%	?
24	O=C(O)c1cccc2c1C(=O)c1ccc(-c3ccc(Cl)c(C(F)(F)F)c3)cc1S2(=O)=O	-1%	·	8%	28%
25	COc1cccc(C(C)NC(=O)Nc2cc(Cl)ccc2OC)c1 (stereo not drawn)	9%	1%	-4%	-17%
26	Cc1ccc2nc(C)cc(NCCO)c2c1	10%	1%	0%	-13%
27	CCC(C)n1c(SCC(=O)Nc2ccccc2C(=O)OC)nc2ccsc2c1=O (stereo not drawn)	·	·	2%	·
28	CC(=O)N1CCc2cc(S(=O)(=O)Nc3ccc(C)cc3)ccc21	13%	-2%	0%	-11%
29	O=C(Nc1nc2nc(-c3ccccc3)cc(=O)n2[nH]1)c1ccccc1	6%	-8%	-13%	-1%
30	C=CCn1c(-c2ccc(=O)n(Cc3ccccc3)c2)n[nH]c1=S	·	3%	·	·

cpd	AmpC no deterg	HCMV inh	AmpC inh detg
21	45%	?	11%
22	86%[activator]	?	1%
23	-21%	?	-2%
24	-15%	·	5%
25	-5%[2.29 µM]	-16	-7%
26	-26%	45	0%
27	·	-27	-4%
28	-6%	-64*	4%
29	-13%	66	-6%
30	-7%	·	6%

Other results follow:
cpd	Compound	AMA1-RON2 inh	LmPK inhibitor	Tb PYK inh	HCV inh
31	Cc1csc(NC(=O)c2cccs2)n1	9%	?	-5%	5%
32	CCCCn1c(-c2ccc(Br)cc2F)nc2c1c(=O)[nH]c(=O)n2CC(C)C	0%	2%	5%	?
33	Cc1cc(C)n(-c2nc3ccccc3nc2Nc2cccc(C(=O)NCCc3ccccc3)c2)n1	·	·	4%	·
34	CC1CCCN(C(=O)Cn2nnc(-c3ccc(N(C)C)cc3)n2)C1 (stereo not drawn)	9%	1%	5%	-2%
35	Cc1ccc(C)c2c3c([nH]c12)-c1nonc1CC3	1%	-6%	-10%	10µM*
36	O=C(Nc1cccc(S(=O)(=O)N2CCCCC2)c1)C1COc2ccccc2O1 (stereo not drawn)	9%	·	-23%	10µM*
37	COCCCNC(=O)Cn1ncc2ccsc2c1=O	-3%	12%	5%	-2%
38	O=c1ccn([C@@H]2O[C@H](CNCc3cccn3-c3ccncc3)[C@@H](O)[C@H]2O)c(=O)[nH]1	1%	·	0%	·
39	CCOc1ccc(-n2nnc3c(=O)n(CC(=O)NCc4ccco4)cnc32)cc1	1%	1%	-3%	12%
40	CCS(=O)(=O)N1Cc2ccccc2CC1C(=O)Nc1ncc(C)s1 (stereo not drawn)	13%	4%	3%	0%

cpd	AmpC no deterg	HCMV inh	AmpC inh detg
31	-21%	86	2%
32	-13%	14	4%
33	·	14	17%
34	-11%	·	-14%
35	-31%	-8	-19%
36	-44%	-10	·
37	-21%	27	-15%
38	·	1	·
39	-14%	-18	-2%
40	-24%	23	0%

Carrying on.
cpd	Compound	AMA1-RON2 inh	LmPK inhibitor	Tb PYK inh	HCV inh
41	COc1ccc2nc(NC(=O)c3cc(=O)c4cc(C)cc(C)c4o3)sc2c1	·	·	3%	·
42	Cc1sc(NC(=S)NC(=O)c2ccco2)c(C(N)=O)c1C	15%	-5%	-8%	14%
43	O=C(O)Cc1csc(-c2ccccc2)n1	16%	-3%	-4%	-8%
44	Cn1c(=O)c2[nH]c(COc3ccc(C(C)(C)C)cc3)nc2n(C)c1=O	-10%	0%	-5%	11µM*
45	CC(C)(C)c1ccc(C(=O)CCC(=O)NCc2ccccc2)cc1	-4%	·	-3%	?
46	CC(=O)Nc1ccc(C(=O)NC(CC(=O)O)c2ccc(Cl)cc2)cc1 (stereo not drawn)	6%	0%	2%	15%
47	Cc1cccc(C(=O)OCC(=O)NC(C)C2CC3CCC2C3)c1O (stereo not drawn)	-7%	·	0%	-4%
48	CC(Sc1nnc2ccc3ccccc3n12)C(=O)Nc1ccc(Cl)cc1 (stereo not drawn)	·	·	4%	·
49	[2H]c1c([2H])c([2H])c(-c2nc(N3CCCCCC3)sc2C(=O)c2ccccc2)c([2H])c1[2H]	26%	1%	-12%	?

cpd	AmpC no deterg	HCMV inh	AmpC inh detg
41	·	-16	-2%
42	-37%	-11	5%
43	-23%	-63*	2%
44	34%	·	10%
45	12%	-8	-4%
46	-12%	25	-5%
47	-24%	51	·
48	·	5	18%
49	-42%	?	3%

Molecules from the list above that contain a thiophene ring, fused or not:
cpd	Compound	AMA1-RON2 inh	LmPK inhibitor	Tb PYK inh	HCV inh
7	CC(=O)N1N=C(c2ccc(C)cc2)CC1c1cn(-c2ccccc2)nc1-c1cccs1 (stereo not drawn)	·	·	0%	·
27	CCC(C)n1c(SCC(=O)Nc2ccccc2C(=O)OC)nc2ccsc2c1=O (stereo not drawn)	·	·	2%	·
31	Cc1csc(NC(=O)c2cccs2)n1	9%	?	-5%	5%
37	COCCCNC(=O)Cn1ncc2ccsc2c1=O	-3%	12%	5%	-2%
42	Cc1sc(NC(=S)NC(=O)c2ccco2)c(C(N)=O)c1C	15%	-5%	-8%	14%

cpd	AmpC no deterg	HCMV inh	AmpC inh detg
7	·	12	-3%
27	·	-27	-4%
31	-21%	86	2%
37	-21%	27	-15%
42	-37%	-11	5%
